Bioassay records: PubChem BioAssay, National Center for Advancing Translational Sciences (NCATS)
RORg inh: ROR gamma (mouse) transcription inhibition; AID 2551; P51450; Potency, µM (doses to about 53.6 µM), inactives show at the top dose activity change, negative = inhibition, most hits filed as inhibitors; actives 5.4% (n = 310,000); Drosophila S2 Gal4-RORgamma UAS-luciferase reporter, 20 h; also: % is scaled to controls: 0 for no effect and ±100 for the full control effect; nearly all actives have a fitted effect of over 60% in size
Target sequence (P51450 whole entry, looked up, the tested form may be a part): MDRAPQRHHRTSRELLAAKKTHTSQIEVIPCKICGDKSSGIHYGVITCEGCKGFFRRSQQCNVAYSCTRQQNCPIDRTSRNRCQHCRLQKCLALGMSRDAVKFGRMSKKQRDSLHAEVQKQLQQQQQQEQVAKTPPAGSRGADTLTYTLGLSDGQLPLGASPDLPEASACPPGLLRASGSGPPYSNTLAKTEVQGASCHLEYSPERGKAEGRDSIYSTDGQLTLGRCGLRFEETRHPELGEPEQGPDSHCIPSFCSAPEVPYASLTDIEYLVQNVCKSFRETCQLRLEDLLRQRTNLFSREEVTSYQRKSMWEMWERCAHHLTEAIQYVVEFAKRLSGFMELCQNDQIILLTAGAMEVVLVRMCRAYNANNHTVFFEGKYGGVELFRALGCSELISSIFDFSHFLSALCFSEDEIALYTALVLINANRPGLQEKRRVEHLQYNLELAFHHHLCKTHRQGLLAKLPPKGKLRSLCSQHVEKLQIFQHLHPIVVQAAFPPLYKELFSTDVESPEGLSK
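Stable Schneider cell line, Gal4 DNA-binding domain fused to ROR gamma, UAS-luciferase. Cmpd 1 hr RT → CuSO4 700 uM final → 20 hr RT → luciferase reagent 10 min → luminescence.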
Rab9 promoter act: activators of Rab9 promoter. AID 485297. Huh7 Rab9 promoter-luciferase reporter, luminescence, 24 h. actives 2.8% (n = 320,000). Potency, µM (doses to about 9.22 µM), for the others: at the top dose activation, negative = inhibition, most hits filed as activators; also: % of control where 0% means no effect; nearly all actives have a fitted effect of over 60% in size
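Measured in stably transfected Huh7 cells bearing a Rab9 promoter–luciferase construct: 24 h compound treatment at 37 °C, followed by luminescence detection.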
BRCA1 expr act: activators of BRCA1 expression | MCF7-BRCA1-FFLuc reporter, luminescence, 48 h; response scale: scaled: vehicle 0%, 10 µM genistein 100% | Potency, µM (doses to about 46.1 µM), for the others: top-dose activation, usual class: activators | actives 1.1% (n = 380,000) | AID 624202; also: nearly all actives have a fitted effect of over 80% in size; some results filed as inactive show a strong effect at the top dose
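Using MCF7 cells harboring a BRCA1 firefly luciferase reporter, plated 2 h before compound pinning, the screen measured luminescence after 48 h incubation. Responses were normalized to DMSO and 10 microM genistein, then fitted for concentration-effect.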
uPA surface inh: blocks generation of uPA at the cell surface | cell surface uPA generation assay, qHTS | Potency, µM (top dose mostly 38.3 µM), for inactives: at the highest dose activity change, negative = inhibition, most hits filed as inhibitors | actives 0.31% (n = 330,000) | AID 540303; active = well fitted inhibition curve with a large enough effect; inconclusive = small, poorly fitted or top-dose-only effect; inactive = no such curve, though single readings can be large or run the other way; tested in mouse RAW 264.7 cells; also: % is scaled to controls: 0 for no effect and ±100 for the full control effect; nearly all actives have a fitted effect of over 55% in size
MBNL1-CUG inh: blocks human MBNL1 binding to CUG repeat RNA; actives 0.036% (n = 280,000); Q9NR56; Potency, µM (titrated, usually from 57.5 µM), without a hit: at the highest dose activity change, negative = inhibition, most hits filed as inhibitors; TR-FRET MBNL1-His/biotin-(CUG)12 binding, 665/545 ratio; AID 2675; active = well fitted inhibition curve with a large enough effect in the signal ratio, with a control signal flat, not every such curve was filed as active; inconclusive = small, poorly fitted or top-dose-only effect, or effect the other way, or a change in a side signal; inactive = no such curve, though single readings can be large or run the other way; the % refers to the signal ratio; also: % is scaled to controls: 0 for no effect and ±100 for the full control effect
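MBNL1-His + Biotin-(CUG)12, cpd titration 92 nM–58 uM; Tb anti-His Ab 0.055 ng/ul, SA-XL665 5 nM (final); 60 min RT; ratiometric 665/545 nm, Ex 340 nm; normalized to buffer and full-complex controls.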
FLuc modulator: firefly luciferase modulation, counter-screen for miR-21 project; purified FLuc, Km substrates, luminescence inhibition; Potency, µM (series often up to 57.5 µM), for the others: at the highest dose activity change, negative = inhibition, actives largely listed as inhibitors; actives 6.9% (n = 360,000); P08659;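 also: plate controls were vehicle for no effect and reference inhibitor for full effect; nearly all actives have a fitted effect of over 55% in size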
Target sequence (P08659 whole entry, looked up): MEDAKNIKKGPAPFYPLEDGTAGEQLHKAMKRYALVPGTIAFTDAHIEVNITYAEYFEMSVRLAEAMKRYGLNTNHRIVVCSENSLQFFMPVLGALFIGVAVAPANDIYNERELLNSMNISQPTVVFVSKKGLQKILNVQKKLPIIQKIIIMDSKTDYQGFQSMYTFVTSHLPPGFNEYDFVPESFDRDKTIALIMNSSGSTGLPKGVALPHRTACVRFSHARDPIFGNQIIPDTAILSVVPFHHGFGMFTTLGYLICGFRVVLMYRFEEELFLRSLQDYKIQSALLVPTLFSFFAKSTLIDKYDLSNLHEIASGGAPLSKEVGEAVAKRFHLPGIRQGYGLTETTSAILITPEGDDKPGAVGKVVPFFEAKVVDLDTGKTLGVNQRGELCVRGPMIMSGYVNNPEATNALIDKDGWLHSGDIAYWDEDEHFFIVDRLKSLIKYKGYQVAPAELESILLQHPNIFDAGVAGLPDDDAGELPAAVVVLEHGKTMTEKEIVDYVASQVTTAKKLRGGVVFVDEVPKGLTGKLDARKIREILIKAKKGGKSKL
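Purified P. pyralis luciferase (10nM final) with 10uM D-luciferin and 10uM ATP (Km levels) in 50mM Tris acetate pH 7.5, 10mM Mg acetate, 0.01% Tween-20, 0.05% BSA; qHTS 6-point titration, ~60 µM downward; luminescence read.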
ELG1 genotox: induces genotoxicity in HEK293T cells with luciferase-tagged ELG1; AID 504466; HEK293T ELG1-luciferase reporter, luminescence, 16 h; actives 1.3% (n = 330,000); Potency, µM (series often up to 46 µM), for the others: at the highest dose activity change, positive = activation, usual class: activators; also: % of control where 0% means no effect; nearly all actives have a fitted effect of over 60% in size
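HEK293T cells expressing luciferase-tagged ELG1 were exposed to compound or DMSO vehicle for 16 hr at 37 °C and 5% CO2. Luciferase activity was then measured with ONE-Glo after 30 min at room temperature.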
NPC1 promoter act: activates the NPC1 promoter; Huh7 NPC1 promoter luciferase reporter, 24 h; Potency, µM (titrated, usually from 9.22 µM), for inactives: at the top dose activation, hits mostly activators; actives 2.4% (n = 320,000); AID 485313;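 also: % of control where 0% means no effect; nearly all actives have a fitted effect of over 60% in size; reporter is driven by a mutant NPC1 promoter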
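Readout is luciferase luminescence, reflecting NPC1 promoter activation in stably transfected Huh7 cells after 24 h compound exposure at 37 °C in reduced-serum medium with 10% FBS.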
p53 reactivator: restores transcriptional activity of mutant p53; H1299 p53-A138V BP100-luciferase reporter, luminescence, 24 h; Potency, µM (series often up to 92.2 µM), without a hit: top-dose activity change, positive = activation, hits mostly activators; actives 0.063% (n = 320,000); also: % of control where 0% means no effect; nearly all actives have a fitted effect of over 45% in size
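H1299 (p53-null), stable ts p53-A138V + BP100-Luc; 1000 cells/well, Opti-MEM/10% FBS; cpd 4 pt, 1:5; 24 h, 37 deg C, 5% CO2; detection reagent 10 min RT; luminescence.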
VP16 counter: counter-screen for ROR gamma inhibitors: Gal4-VP16 reporter | Drosophila S2 Gal4-VP16 UAS-luciferase, luminescence, 20 h | Potency, µM (series often up to 53.6 µM), for the others: at the top dose activity, negative = inhibition, hits mostly inhibitors | actives 3.5% (n = 310,000) | AID 2546;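 also: Gal4-VP16 expression switched on by copper sulfate through the metallothionein promoter; % is scaled to controls: 0 for no effect and ±100 for the full control effect; nearly all actives have a fitted effect of over 50% in size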
* marks the source's active call; other numbers are inactive results; ? = inconclusive; / = no result given; & = joins results of further samples; [ ] = remark or other dose. Unless noted, calls follow the shape of the dose curve; as a rule, active = well fitted curve in the direction sought with a large enough effect; inconclusive = small, poorly fitted or top-dose-only effect, or another doubt; inactive = no such curve, though single readings can be large; an effect the other way counts as inactive or inconclusive. Potency is read from the fitted curve at half-maximal effect.

SMILES	RORg inh	Rab9 promoter act	BRCA1 expr act	uPA surface inh	MBNL1-CUG inh	FLuc modulator	ELG1 genotox	NPC1 promoter act	p53 reactivator	VP16 counter
C(=N\Nc1ncnc2sc3c(c12)CCC3)/c1cccs1	2.51µM*	-1.1%	/	/	20.1%	-19.5%	-6.3%	-7.2%	5.1%	5.01µM*
CC1CCCC(C)N1/N=C/c1ccccc1C(=O)O (stereo not given)	-27.9%	0.6%	-22.1%	-4.0%	1.6%	-4.2%	1.4%	-3.9%	-1.9%	-2.9%
CN(CCC#N)C(=O)CSc1nnc(-c2c[nH]c3ccccc23)o1	-2.5%	18.2%	24.1%	11.2%	2.1%	?	11.0%	13.2%	15.1%	7.4%
CC1CC(C)CN(CC(=O)c2cccs2)C1 (stereo not given)	-4.0%	23.9%	-6.0%	2.7%	0.9%	-2.3%	0.3%	8.6%	2.7%	-14.0%
Cc1nc(NC(=S)NC(=O)c2ccccc2)sc1C(=O)N(C)C	14.6%	24.7%	65.8%	/	4.7%	?	5.9%	24.4%	23.5%	22.8%
Cc1ccc(CC(=O)Nc2nncs2)cc1	-6.1%	1.3%	4.0%	-2.8%	0.3%	4.5%	4.0%	-1.6%	6.4%	5.0%
c1ccc2cc(CNCc3cccc4ccccc34)ccc2c1	-8.3%	2.0%	-32.9%	2.3%	-1.2%	-5.1%	-0.9%	-9.3%	-2.6%	-15.5%
Fc1ccccc1CNCC1CCCO1 (stereo not given)	-14.0%	-1.4%	-9.2%	-0.1%	-2.9%	-0.6%	2.3%	-3.1%	6.7%	7.6%
Cn1ccc(-c2ccccc2)n1	-3.7%	-0.5%	3.3%	4.1%	/	-11.0%	8.3%	-1.6%	7.2%	-4.5%
COc1ccc(CN(CC(=O)NCc2ccc(F)cc2)C(=O)c2csnn2)cc1	23.9%	-2.2%	3.1%	-1.2%	-11.5%	-0.6%	-0.8%	11.5%	-0.1%	-6.5%
CCC(=O)c1cc(F)ccc1OCC(=O)Nc1ccc2c(c1)OCCO2	/	1.7%	23.0%	0.9%	/	-1.5%	2.1%	-3.6%	6.4%	/
Cn1c(SCC(=O)c2ccc3c(c2)OCCO3)nnc1C(F)(F)F	11.0%	20.1%	33.4%	5.6%	-0.6%	?	0.3%	11.0%	13.0%	-14.3%
Cc1ccc(C(=O)NC2CCN(C(=O)Nc3ccc(F)cc3)CC2)cc1	3.3%	-1.6%	-19.6%	-2.1%	-2.1%	-1.6%	-0.2%	-7.7%	-3.1%	5.7%
CC(C)Cc1nnc(NC(=O)c2ccc3c(c2)OCCO3)s1	/	0.631µM*	41.3%	-14.4%	/	1.9µM*	?	2µM*	/	/
O=C(CSc1n[nH]c(=O)n1C1CC1)Nc1ccc(Cl)c(Cl)c1	42.3%	-3.9%	-43.4%	5.4%	/	-1.2%	-0.6%	-3.2%	-3.3%	-21.9%
COc1cccc(/C(O)=C2/C(=O)C(=O)N(CCN3CCOCC3)C2c2cccs2)c1 (stereo not given)	7.7%	4.3%	-9.4%	1.5%	12.3%	-16.2%	5.1%	0.5%	4.0%	-3.5%
CCC(C(=O)NCc1cccc(C)c1)n1nc(C)c2c(C)n(-c3ccccc3)nc2c1=O (stereo not given)	-14.0%	3.2%	-15.4%	7.7%	3.7%	-1.2%	-4.8%	-3.4%	-3.8%	-3.4%
CC(/C=N/NC(=O)Cn1nccc1C)=C\c1ccc(C(C)C)cc1	31.9%	18.7%	64.9%	5.8%	20.0%	?	1.0%	15.1%	20.0%	-8.4%
Nc1nc(SCC(=O)Nc2ccc(Oc3ccccc3)cc2)n[nH]1	?	-4.6%	-18.7%	-3.3%	-6.0%	?	-1.9%	-2.1%	2.0%	17.8µM*
O=C(CSc1nc2ccccc2n1Cc1ccccc1Cl)N/N=C/c1ccccc1C(=O)O	-5.1%	11.6%	3.4%	3.6%	1.2%	-10.2%	?	-0.6%	8.3%	?
Cc1ccc(NC(=O)c2ccc(S(=O)(=O)NCc3cccnc3)cc2)c(C)c1	12.9%	-1.3%	8.6%	-15.3%	2.8%	1.0%	-8.2%	-0.7%	1.1%	5.4%
CCOC(=O)C(=Cc1ccc(-n2cncn2)cc1)C(=O)OCC	?	-21.0%	-85.6%	-17.7%	2.1%	-10.3%	-22.2%	-12.9%	-11.5%	-93.1%
CCOC(=O)C1=C(CC)Nc2ccccc2N=C1N	-0.3%	-1.9%	-7.0%	-1.1%	-6.0%	-2.3%	0.6%	-3.7%	1.9%	4.2%
O=c1cc(CSc2nnc(COc3cccc4ccccc34)o2)c2ccccc2[nH]1	11.3%	-3.0%	0.0%	0.4%	68.3%[activator]	-2.8%	-3.6%	0.2%	1.0%	1.1%
O=C(Cc1ccc(-n2c(=O)c3ccccc3n(Cc3ccccc3Cl)c2=O)cc1)NCC1CCCO1 (stereo not given)	3.6%	1.7%	-19.3%	0.5%	/	-6.8%	-4.6%	1.1%	-6.1%	-27.0%

Remaining list, next part:
SMILES	RORg inh	Rab9 promoter act	BRCA1 expr act	uPA surface inh	MBNL1-CUG inh	FLuc modulator	ELG1 genotox	NPC1 promoter act	p53 reactivator	VP16 counter
O=C(CSc1ccccc1)NCCc1ccccc1	25.9%	21.9%	84.5%	-1.8%	-3.5%	-16.0%	?	25.9%	/	14.8%
O=C(Nc1ccc2oc(=O)ccc2c1)c1ccc2ccccc2c1	-3.6%	?	0.3%	-1.5%	20.0%	9.53µM*	9.0%	?	3.6%	-2.6%
C=CCn1c(SCC(=O)/C(C#N)=C(\C)N)nc2sc(C)c(C)c2c1=O	?	4.3%	-11.1%	5.5%	-2.6%	1.9%	-1.8%	2.4%	-10.2%	-9.8%
CC(C)(C)c1nnc(NS(=O)(=O)c2cc(Cl)ccc2Cl)s1	7.8%	-1.5%	-4.9%	13.7%	-6.8%	-0.4%	-4.3%	0.7%	7.9%	2.2%
O=C(COC(=O)/C=C/c1cccc(Cl)c1Cl)Nc1ccc2[nH]c(=O)[nH]c2c1	/	2.5%	-17.9%	2.5%	/	1.5%	1.9%	-1.5%	-1.2%	/
CCOc1ccc(Br)cc1S(=O)(=O)N1CCCC1	-12.9%	1.6%	2.3%	-2.7%	-18.9%	0.8%	2.7%	-2.9%	-2.8%	-1.8%
CCOC(=O)c1c(Nc2ccccc2N)cc(C)nc1C	?	-2.4%	6.1%	1.1%	-0.8%	3.3%	-1.1%	-1.9%	0.6%	9.8%
CCOC(=O)c1c(N)sc(C(=O)OCCOC)c1C	29.6%	?	60.7%	-5.2%	-8.6%	?	0.7%	28.8%	15.3%	-1.9%
CC(=O)Nc1ccc(N2C(=O)CC(Sc3nccc(C)n3)C2=O)cc1 (stereo not given)	?	-0.6%	-1.2%	1.6%	2.0%	0.1%	-4.4%	-4.7%	/	?
CCCNC(=O)NC(C)C12CC3CC(CC(C3)C1)C2 (stereo not given)	-35.9%	-9.6%	-3.7%	-3.5%	-6.2%	-17.5%	-2.1%	-2.2%	0.9%	2.8%
Cc1ccc(S(=O)(=O)c2nc(S(C)(=O)=O)sc2N2CCC(O)CC2)cc1	-11.5%	0.5%	-20.0%	1.3%	0.7%	4.0%	-1.0%	2.2%	9.1%	-5.5%
Cc1c(C(=O)OCCOC(C)C)[nH]c2c1C(=O)CC(c1ccco1)C2 (stereo not given)	?	-23.4%	-33.0%	?	-1.9%	-8.2%	5.2%	-8.5%	27.3%	-2.7%
Cc1ccc2[nH]c3c(=O)n(CCCN4CCN(C)CC4)cnc3c2c1	-4.1%&-0.3%	2.5%&2.0%	56.1%	-1.4%	-3.9%&3.7%	2.3%&3.6%	8.0%	-1.3%&0.5%	5.2%	-1.3%&-1.0%
O=C(COC(=O)c1cc(Br)ccc1O)Nc1ccc2c(c1)OCCO2	/	1.3%	24.9%	0.0%	/	-13.9%	9.1%	0.8%	14.8%	/
COc1cccc(NC(=O)c2nc(S(C)(=O)=O)ncc2Cl)c1	3.98µM*	-33.5%[inhibitor]	-85.4%[inhibitor]	-17.5%	12.5%	-2.9%	-20.6%	-42.9%[inhibitor]	-27.8%	5.01µM*
COc1ccc(/C=C2\CCc3ccccc3C2=O)cc1Cn1cccn1	16.0%	1.6%	-57.9%	-5.2%	?	5.36µM*	?	0.7%	?	23.1%
COc1ccc(S(=O)(=O)NC(C)C(=O)Nc2cccc([N+](=O)[O-])c2)cc1 (stereo not given)	6.3%	-11.1%	-9.8%	2.0%	?	-1.8%	1.1%	2.8%	3.2%	-20.5%
Cc1ccc(NC(=O)CC2Nc3ccccc3NC2=O)cc1Cl (stereo not given)	?	23.4%	-68.0%	-7.2%	6.4%	23.9µM*	?	14.6%	-0.6%	-14.7%
S=C(NCCc1ccccc1)N1CCn2cccc2C1c1cccnc1 (stereo not given)	21.0%	0.9%	-31.8%	7.0%	0.8%	-5.5%	-2.0%	-1.9%	-2.1%	3.2%
